Compound activity from PubChem BioAssay.
M1 PAM: potentiates human M1 receptor response to acetylcholine; P11229; CHO-K1 hM1, Fluo-8 calcium fluorescence, ACh EC20; 0% = ACh EC20, 100% = maximal ACh; activation, % at 3 µM; actives 0.088% (n = 360,000); in the data active means activation above about 19%, passing the limit was not always enough
V1aR counter: counter-screen for oxytocin receptor agonists: human V1a receptor agonists; P37288; CHO-V1R cells, Fluo-8 calcium fluorescence, agonist mode; 0% DMSO, 100% 3 nM vasopressin; activation, % at 3 µM; actives 0.25% (n = 320,000);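 active means activation above the mean activation of all tested compounds plus 3 SD, per screening run, cut at about 20% in these data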;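 further: signal is peak over basal fluorescence ratio across a 100 second FLIPR read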
Target sequence (P37288 whole entry, looked up): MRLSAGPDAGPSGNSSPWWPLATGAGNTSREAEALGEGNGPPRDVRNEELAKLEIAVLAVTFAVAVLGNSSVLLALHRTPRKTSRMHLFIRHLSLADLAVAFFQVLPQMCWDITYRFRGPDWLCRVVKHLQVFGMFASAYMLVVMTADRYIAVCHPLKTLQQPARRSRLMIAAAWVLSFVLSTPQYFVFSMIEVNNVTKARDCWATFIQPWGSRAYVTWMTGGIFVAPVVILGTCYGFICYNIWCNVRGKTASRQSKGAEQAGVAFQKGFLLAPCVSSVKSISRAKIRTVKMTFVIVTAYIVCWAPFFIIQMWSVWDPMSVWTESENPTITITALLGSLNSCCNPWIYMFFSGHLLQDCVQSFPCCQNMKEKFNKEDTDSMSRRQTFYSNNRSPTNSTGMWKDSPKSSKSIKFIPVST
M1 ag: agonists of human M1 muscarinic receptor; P11229; CHO-K1 hM1, Fluo-8 calcium fluorescence, agonist mode; 0% DMSO, 100% acetylcholine EC100; activation, % at 3 µM; actives 0.33% (n = 360,000);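 active means activation above the run's mean compound activation plus 3 SD, cut at about 16% in these data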;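 further: peak over basal fluorescence ratio within a 140 s kinetic read after compound addition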
M1 antag: blocks human M1 muscarinic receptor | P11229 | CHO-K1 hM1, Fluo-8 calcium fluorescence, ACh EC80 antagonist | inhibition, % at 3 µM | actives 1.3% (n = 360,000);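 active means percent inhibition above its own plate's cutoff, namely the mean of that plate's compound wells plus 3 SD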;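 further: peak over basal fluorescence ratio during 140 s after agonist addition; 0% = ACh EC80 plus DMSO and 100% = DMSO alone without agonist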
TAAR1 agonist: human TAAR1 agonism | Q96RJ0 | CHO RD-HGA16 TAAR1, Fluo-8 calcium fluorescence; vehicle wells 0%, saturating PEA agonist 100% | activation, % at 3 µM | actives 0.99% (n = 360,000) | AID 624467;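 active means activation above the mean activation of all test compounds in the run plus 3 SD, cut at about 38% in these data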
Target sequence (Q96RJ0 whole entry, looked up): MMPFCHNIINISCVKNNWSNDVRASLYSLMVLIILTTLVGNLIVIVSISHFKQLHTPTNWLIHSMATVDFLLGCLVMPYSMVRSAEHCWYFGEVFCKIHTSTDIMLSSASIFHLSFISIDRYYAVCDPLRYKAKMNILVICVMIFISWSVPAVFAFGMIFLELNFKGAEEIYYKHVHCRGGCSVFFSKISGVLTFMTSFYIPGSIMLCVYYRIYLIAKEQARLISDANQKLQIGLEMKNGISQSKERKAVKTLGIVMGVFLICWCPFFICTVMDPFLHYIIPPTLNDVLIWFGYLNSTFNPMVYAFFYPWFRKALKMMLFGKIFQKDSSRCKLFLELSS
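Test system: RD-HGA16 (CHO) cells co-expressing Gα16 and hTAAR1 | Doses: Single dose, 3 µM | Schedule: 17-24 h seeding, 75 min 37 °C dye, 30 min RT | Evaluation: % activation from peak over basal fluorescence ratio, DMSO-to-PEA scaled | Technique: Kinetic Fluo-8 calcium fluorescence | Benchmarks: Low control DMSO, high control PEA (EC100)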
CHO parental Ca: counter-screen for OX1R antagonists: effect in parental CHO cells. parental CHO-K1, ATP-induced calcium, Fluo-8 fluorescence. AID 463079. inhibition, % at 5.6 µM. actives 0.63% (n = 330,000);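 active means inhibition above that plate's mean sample inhibition plus 3 SD, cut at about 26% in these data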;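 further: 0% = ATP-challenged DMSO wells and 100% = DMSO wells without ATP; some compounds past the cut are filed as inactive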
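Assay system – parental CHO cells · Reagent – ATP stimulus · Detection – intracellular calcium via Fluo-8 no-wash fluorescent dye · Evaluation – percent inhibition of ATP-evoked calcium rise, normalized to controls · Controls – ATP wells versus no-ATP DMSO wells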
TAAR1 antag: human TAAR1 antagonism. Q96RJ0. CHO RD-HGA16 TAAR1, Fluo-8 calcium fluorescence, antagonist. inhibition, % at 3 µM. actives 1.5% (n = 360,000);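 active means inhibition above a per-plate cutoff, the mean inhibition of test compounds on that plate plus 3 SD, cut at about 49% in these data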;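 further: 0% = DMSO plus EC80 beta-PEA response and 100% = DMSO alone without agonist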
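System: CHO RD-HGA16 cells bearing hTAAR1. Reagent: EC80 β-phenethylamine stimulus. Schedule: seeding 17-24 h prior, 75-min 37 °C, 30-min RT dye loading. Signal: Fluo-8 intracellular calcium dye fluorescence, real-time kinetic reads. Read-out: % inhibition from peak post-agonist over basal fluorescence ratio. Benchmarks: vehicle wells and EC80 agonist wells. Replicates: n of 1.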
OXTR potentiate: potentiators of human oxytocin receptor; activation, % at 3 µM; actives 0.061% (n = 320,000); CHO-OTR cells, Fluo-8 calcium fluorescence, potentiator mode; 0% = oxytocin EC15, 100% = EC100; P30559;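 active means activation above that plate's cutoff, the mean activation of tested compounds plus 3 SD, cut at about 6.6% in these data, passing the limit was not always enough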;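 further: 100% uses oxytocin at 75 nM as the full agonist control; some results filed as inactive read as strong as hits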
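Material: human OTR in CHO cells. Compound: 3.0 µM, one dose. Timing: compound 6 min at room temperature before oxytocin, 100 s read. Evaluation: % activation of max/min ratio relative to oxytocin controls. Replication: single well per compound, singlicate. Signal: Fluo-8 calcium dye fluorescence.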
OXTR ag: activates the human oxytocin receptor; activation, % at 3 µM; P30559; actives 0.32% (n = 320,000); AID 2435; CHO-OTR cells, Fluo-8 calcium fluorescence; normalized: DMSO 0%, oxytocin 100%;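 active means activation above the mean of all tested compounds plus 3 SD, cutoff set per screening run, cut at about 20% in these data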;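 further: peak over basal fluorescence ratio from a 100 s FLIPR kinetic read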
* marks the source's active call; other numbers are inactive results; x = no result given.

#1 CCOCCCNC(=O)C(c1ccc(OC)cc1)N(Cc1cccs1)C(=O)c1ccccn1 (configuration not stated)
#2 CCCCNC(=O)Nc1nnc(-c2ccc(OCC)cc2)o1
#3 O=C(CCN1C(=O)C2C3CC(C(Br)C3Br)C2C1=O)OCC(=O)c1ccccc1 (configuration not stated)
#4 O=C(CSc1nnc(NC2CCCCC2)s1)Nc1ccc2c(c1)C(=O)c1ccccc1C2=O
#5 COc1ccc(C(=O)OCC(=O)c2ccc3c(c2)NC(=O)CO3)cc1OC
#6 CCN(CC)S(=O)(=O)c1cccc(C(=O)NCC(c2ccccc2)N(C)C)c1 (configuration not stated)
#7 Cc1ccnc(NC(=O)c2cccs2)c1
#8 Cc1ccccc1-n1ccnc1SCC(=O)NC1CCCC1

Compound	1	2	3	4	5	6	7	8
CHO parental Ca	-4	-6	3	-22	-8	-7	-2	-7
M1 PAM	-7	6	6	9	8	-36	5	2
TAAR1 antag	50*	5	-15	-13	-20	-4	-26	-30
OXTR ag	0.2	-1.9	2.6	-0.1	1.6	0.9	-1.1	-1.1
M1 ag	4	-5	-2	3	-1	-15	-2	-4
TAAR1 agonist	18	7	9	0	6	4	3	2
V1aR counter	1.6	0.0	2.7	-0.1	1.2	0.1	-0.4	0.1
OXTR potentiate	-7	-7	-2	0	1	-2	-12	-17
M1 antag	20	-4	-13	1	-7	55*	-5	-4

One compound at a time (already shown).
Shown for O=C(CCN1C(=O)C2C3CC(C(Br)C3Br)C2C1=O)OCC(=O)c1ccccc1 (configuration not stated) → CHO parental Ca = 3; M1 PAM = 6; TAAR1 antag = -15; OXTR ag = 2.6; M1 ag = -2; TAAR1 agonist = 9; V1aR counter = 2.7; OXTR potentiate = -2; M1 antag = -13
Shown for O=C(CSc1nnc(NC2CCCCC2)s1)Nc1ccc2c(c1)C(=O)c1ccccc1C2=O → CHO parental Ca = -22; M1 PAM = 9; TAAR1 antag = -13; OXTR ag = -0.1; M1 ag = 3; TAAR1 agonist = 0; V1aR counter = -0.1; OXTR potentiate = 0; M1 antag = 1

Following part.
#9 COc1ccc(CCNC(=O)CCS(=O)(=O)c2ccc3c(c2)CCN3C(C)=O)cc1OC
#10 C=C1C(=O)[C@]23C[C@H]1CCC2[C@]1(C)C(=O)CC[C@@](C)(C(=O)O)C1C[C@@H]3O (some centres not stated)
#11 COc1ccc(NC(=O)NNS(=O)(=O)c2cc(C)ccc2C)cc1OC
#12 CC(OC(=O)C1CC(=O)N(Cc2ccco2)C1)C(=O)Nc1cccc(C#N)c1 (configuration not stated)
#13 CC1CCCC(=NNc2ccc3ccccc3n2)C1 (configuration not stated)
#14 CN(C)c1ccc(S(=O)(=O)N2CCCCC2)cc1NC(=O)CCNC(=O)c1ccccc1Cl
#15 Cc1cc(N2C(=O)C(O)=C(C(=O)c3ccco3)C2c2cccc(Cl)c2)no1 (configuration not stated)
#16 COc1ccc2nc(SCc3ccccc3C)nc(C)c2c1

Compound	9	10	11	12	13	14	15	16
CHO parental Ca	-11	x	-8	x	x	x	5	-28
M1 PAM	0	0	1	3	4	12	0	5
TAAR1 antag	-7	-25	-12	-11	6	-10	-52	0
OXTR ag	-0.1	x	-0.9	x	x	x	-0.8	-0.3
M1 ag	-3	-2	-2	-7	-2	-3	-2	-6
TAAR1 agonist	15	0	1	1	0	3	5	5
V1aR counter	-0.4	x	-0.3	x	x	x	-0.2	1.3
OXTR potentiate	-15	x	-5	x	x	x	-13	-4
M1 antag	-18	10	1	-2	-10	-16	16	-6

#17 CC1(C)CC(=O)C=C(Nc2ccc(Br)cn2)C1
#18 CN(C)S(=O)(=O)c1ccc(NC(=O)N2CCOCC2)cc1
#19 N#Cc1nc(Cc2cccc3ccccc23)oc1NCCCN1CCOCC1
#20 CCOCC(=O)Nc1c(C(=O)Nc2ccccc2OC)oc2ccccc12
#21 COc1cc2c(cc1OC)C(c1ccccc1)N(C(=O)C(C)(C)C)CC2 (configuration not stated)
#22 CCN(CCCNC(=O)CCCn1c(=O)[nH]c2ccccc2c1=O)c1cccc(C)c1
#23 O=C(Cc1ccc(Cl)cc1)NCc1ccccc1Cl
#24 C#CCN1C(=O)C(O)(c2c(C)[nH]c3ccccc23)c2ccccc21 (configuration not stated)

Compound	17	18	19	20	21	22	23	24
CHO parental Ca	-6	-17	-9	-8	x	-19	-12	-8
M1 PAM	4	-8	10	-2	13	-4	4	9
TAAR1 antag	-1	6	-20	9	10	13	-13	3
OXTR ag	0.3	-0.8	7.8	-1.8	x	-3.1	-3.0	0.2
M1 ag	0	-5	-7	-6	10	-3	-4	1
TAAR1 agonist	6	5	14	5	1	5	2	2
V1aR counter	0.7	0.6	4.2	0.1	x	-1.5	-0.9	0.6
OXTR potentiate	-3	-10	-9	-5	x	-19	-7	-4
M1 antag	-6	6	-20	-2	7	4	-1	-17

#25 CNC(=S)N(CCc1c(C)[nH]c2ccc(C)cc12)Cc1cccnc1
#26 Cc1[nH]c2ccccc2c1/C=N/Nc1nc(N2CCCCC2)nc(N2CCCCC2)n1
#27 CC(C)C1C(=O)N(Cc2cn(CCC3OCCO3)nn2)CCS(=O)(=O)N1Cc1ccc(-c2ccc(F)cc2Cl)cc1 (configuration not stated)
#28 CCN(CC)CCCNC(=S)N1CCN(c2nc(-c3ccc(F)cc3)cs2)CC1

Compound	25	26	27	28
CHO parental Ca	-10	-20	x	2
M1 PAM	-3	0	3	-12
TAAR1 antag	-10	-15	-23	3
OXTR ag	0.1	-0.6	x	8.7
M1 ag	-1	-5	-5	-5
TAAR1 agonist	0	0	2	7
V1aR counter	0.9	1.0	x	6.2
OXTR potentiate	-7	-5	x	-10
M1 antag	2	4	-1	9

2 of the compounds above, with values under each structure.
Order of values: CHO parental Ca, M1 PAM, TAAR1 antag, OXTR ag, M1 ag, TAAR1 agonist, V1aR counter, OXTR potentiate, M1 antag
(28) CCN(CC)CCCNC(=S)N1CCN(c2nc(-c3ccc(F)cc3)cs2)CC1
    2, -12, 3, 8.7, -5, 7, 6.2, -10, 9
(27) CC(C)C1C(=O)N(Cc2cn(CCC3OCCO3)nn2)CCS(=O)(=O)N1Cc1ccc(-c2ccc(F)cc2Cl)cc1 (configuration not stated)
    x, 3, -23, x, -5, 2, x, x, -1
